Bioassay records (PubChem BioAssay)
mcGAS inh = mouse cGAS inhibition by luminescence; Q8C6L5; recombinant cGAS, Kinase-Glo ATP depletion luminescence; inhibition, % at 12.5 µM; actives 0.15% (n = 160,000); AID 1259399;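 also: 0% = negative control wells and 100% = reference inhibitor with no enzyme activity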
hcGAS lum = inhibitors of human cGAS; actives 0.081% (n = 290,000); recombinant h-cGAS, ATP depletion, Kinase-Glo luminescence; inhibition, % at 12.5 µM; AID 1259398; Q8N884;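 also: 0% = vehicle reaction and 100% = reaction without DNA for no activity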
Target sequence (Q8N884 whole entry, looked up): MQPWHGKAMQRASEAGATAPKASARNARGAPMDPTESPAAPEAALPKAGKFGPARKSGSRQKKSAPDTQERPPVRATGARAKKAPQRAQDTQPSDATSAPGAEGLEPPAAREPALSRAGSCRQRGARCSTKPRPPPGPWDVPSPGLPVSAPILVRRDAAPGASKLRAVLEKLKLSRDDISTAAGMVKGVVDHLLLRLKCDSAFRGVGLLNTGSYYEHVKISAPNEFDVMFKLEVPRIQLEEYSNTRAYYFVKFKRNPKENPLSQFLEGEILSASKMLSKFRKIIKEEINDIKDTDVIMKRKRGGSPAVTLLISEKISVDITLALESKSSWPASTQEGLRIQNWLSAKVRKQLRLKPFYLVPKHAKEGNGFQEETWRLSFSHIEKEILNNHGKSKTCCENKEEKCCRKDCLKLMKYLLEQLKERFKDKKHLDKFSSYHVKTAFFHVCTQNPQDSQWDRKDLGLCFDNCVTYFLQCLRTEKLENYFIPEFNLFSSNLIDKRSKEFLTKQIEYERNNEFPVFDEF
NPYLR7 ag = mosquito NPYLR7 agonism. actives 0.15% (n = 270,000). HEK293T NPYLR7/Galpha15, GCaMP6s calcium fluorescence. activation, % at 10 µM. AID 1259423; in the data active = activation above about 40%;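 also: 0% = vehicle and 100% = reference agonist at the receptor; some compounds past the cut are filed as inactive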
Starred values were filed as active, the others as inactive; nt = not tested or not shown; & = joins results of further samples. Rule as the data show it, unless noted: active = inhibition above about 40%; inactive = the rest.

Screens in order – mcGAS inh, hcGAS lum, NPYLR7 ag
- Cc1ccccc1-n1c(SCC(=O)NCc2ccccc2)nnc1-c1ccc(F)cc1
    -10, -10, nt
- Cc1ccc(-c2noc(C3CCCCC3)n2)cc1
    -6, -9, -6
- CCc1cc2c(=O)c(-c3nc4ccccc4s3)c(C)oc2cc1O
    -4, 0, 0
- COc1ccc(-n2nnc3c(=O)n(CC(=O)NCc4ccccc4Cl)cnc32)cc1
    nt, -4, 10
- Cc1ccc(S(=O)(=O)N(C)c2c(C)ccc(S(=O)(=O)NCCCC(=O)O)c2C)cc1
    -9, -11, -12
- CC(C)c1ccc(C(=O)Cn2nc(-c3ccco3)c3sc(N4CCCCC4)nc3c2=O)cc1
    -5, -3, -2
- O=C(NCc1ccc(N2CCOCC2)c(F)c1)Nc1ccccc1F
    -6, -2, 2
- CC(C)N(CCNC(=S)NCc1ccc(F)cc1)C(C)C
    -3, -9, -8
- CN(CCn1ccc2ccccc21)C(=O)c1c(O)cccc1O
    nt, 3, -3
- O=C(O)c1ccc(CSc2nc(N3CCN(c4ccccc4Cl)CC3)cc(C(F)(F)F)n2)o1
    -6, -4, 5
- CCCN(CC(=O)N(Cc1cccn1Cc1ccc(Br)cc1)C1CCCCC1)C(=O)COCc1ccccc1
    -3, -2, -7
- Cc1ccc(NC(=O)CSc2ncc(S(=O)(=O)c3ccc(N4CCCC4)cc3)c(=O)[nH]2)cc1
    -1, 0, -2
- CN(CCC1CCCCO1)C(=O)c1ccc2oc(Cc3ccc(Cl)cc3)nc2c1 (stereo not given)
    -9, -1, -4
- Cc1ccccc1C(=O)N[C@@H]1CCCCC1NC(=O)C1CCN(C(=O)c2cccc(Br)c2)CC1 (stereo not given in full)
    -3, -5, 3
- COCCN(CC(=O)N1CCc2sccc2C1c1ccccc1)C(=O)c1ccccc1C (stereo not given)
    -7, -16, -5

Profiles, quoted from the list.
`O=C(O)c1ccc(CSc2nc(N3CCN(c4ccccc4Cl)CC3)cc(C(F)(F)F)n2)o1` is listed as mcGAS inh: -6; hcGAS lum: -4; NPYLR7 ag: 5
`COCCN(CC(=O)N1CCc2sccc2C1c1ccccc1)C(=O)c1ccccc1C` (stereo not given) is listed as mcGAS inh: -7; hcGAS lum: -16; NPYLR7 ag: -5
`CC(C)N(CCNC(=S)NCc1ccc(F)cc1)C(C)C` is listed as mcGAS inh: -3; hcGAS lum: -9; NPYLR7 ag: -8

Going on with the list:
Screens in order – mcGAS inh, hcGAS lum, NPYLR7 ag
- CCc1cc(C(=O)NCc2cccnc2Oc2c(C)cccc2C)on1
    -13, -4, 11
- Cc1c(C(=O)NC2CCCC2)sc(=O)n1Cc1ccccc1C(F)(F)F
    nt, 0, -11
- CC(=O)Nc1ccc(SCCCC(=O)Nc2ccc(S(N)(=O)=O)cc2)nn1
    -11, -7, -1
- COC(=O)NNS(=O)(=O)c1c(Cl)cc(Cl)cc1Cl
    -14, -6, 7
- COc1ccc(CCN(Cc2cccs2)C(=O)CN(C(=O)Nc2ccc(C#N)cc2)C(C)C)cc1OC
    -5, -13, 11
- COc1ccc(S(=O)(=O)CCC(=O)N(CCN(C)C)c2nc3c(C)ccc(Cl)c3s2)cc1
    nt, -7, 2
- Nc1nc(N2CCOCC2)nc(Nc2ccccc2F)c1[N+](=O)[O-]
    -8, -9, 2
- CCCN(Cc1c(CC)nn(-c2ccc(F)cc2)c1N1CCN(C(C)C)CC1)S(=O)(=O)c1ccc(OC)cc1
    -4, -1, 7
- Cc1ccc2nc(-n3nc4ccccc4n3)nc(-c3ccccc3)c2c1
    -6, -3, -9
- CCNC(=O)CC1SC(=NC)N(C)C1=O (stereo not given)
    nt, -9, 2
- CN(C)Cc1ccc(C2CCCN2c2nc(CCN)nc3ccccc23)cc1 (stereo not given)
    -11, 3, 18
- COc1ccc(CNC(=O)c2cnn3c2NC(c2ccccc2)CC3C(F)(F)F)cc1 (stereo not given)
    -8, -7, -3
- CCOC(=NC1CCCCC1)NC(=O)c1ccccc1C
    -4, -4, 0
- CN(Cc1cccn1-c1nccs1)C1CCCN(C2Cc3ccccc3C2)C1 (stereo not given)
    nt, -8, 5
- O=C(C1CC2(CCNCC2)CN1)N(CCc1ccccc1)Cc1cccnc1 (stereo not given)
    nt, -2, 20
- Cc1cnc(C(=O)Nc2nc3ccccc3[nH]2)cn1
    -6, -9, 1
- O=C(Oc1ccccc1)OC1C=CS(=O)(=O)C1 (stereo not given)
    10, -9, 3
- Cc1cc2c(SCC(=O)Nc3ccc4c(c3)OCO4)ncnc2s1
    nt, -8, -8
- Cc1ccc(S(=O)(=O)N2CCC(CO)(Cc3cccc(C(F)(F)F)c3)CC2)s1
    -3, -9&3, 10&-3
- CSCCCNc1ncnc2c1CCN(C(=O)c1cccnc1)C2
    nt, -1, -2
- CN(C)c1nc2nonc2nc1NCCc1cnn(-c2ccccc2)c1
    nt, -9&-5, 3
- C=CCn1c(=O)c2c(OCC)c(CC)cnc2n(C)c1=O
    nt, 3, -2
- Cc1ccccc1C(NC1CCN(c2ccc(NC(=O)c3ccccc3F)cc2)CC1)c1ccncc1 (stereo not given)
    -13, -6, 2
- CSc1nnc2c(n1)OC(c1cc(Br)ccc1O)Nc1ccccc1-2 (stereo not given)
    2, 4, 1
- O=S(=O)(c1ccc(Cl)c(C(F)(F)F)c1)N1c2cccc3cccc(c23)S1(=O)=O
    nt, -6, 0
- COC(=O)c1ccc(C(=O)N2CCC(c3nc(-c4ccc5c(c4)OCO5)no3)CC2)cc1
    1, -1, 2
- CCOC(=O)CNC(=O)N1CCC(CN2CCC(C)CC2)CC1
    -3, 1, nt
- Cc1ccc(S(=O)(=O)N2CCN(c3ccc(-n4cccn4)nn3)CC2)c(C)c1
    -9, -6, -3
- NC(=O)Cn1nc(C2CC2)c2cnn(-c3cccc(Cl)c3)c2c1=O
    nt, -5, 1
- COc1ccc(C(=O)N2CCc3nc(Nc4cccc(C)c4)ncc3C2)cc1
    -2, -7, -4
- Cc1ccc(-c2csc(NC(=O)CN3C(=O)NC(C)(C4CC4)C3=O)n2)s1 (stereo not given)
    nt, 5, -4
- Cn1cc(CN2CCC(CO)(Cc3ccccc3Cl)CC2)cn1
    nt, -12, 9
- COc1ccc(CCN(C)C2CCCN(C(=O)/C=C/c3cnc[nH]3)C2)cc1OC (stereo not given)
    nt, -8, 0
- O=C(c1ccccc1Cl)N1CCN(c2nc(C3CCOCC3)nc3c2cnn3-c2ccccc2)CC1
    1, 13, -12
- CCC1=C(C(=O)OC)C(c2ccccc2F)N2C(CC(=O)Nc3cccc(OC)c3)=CSC2=N1 (stereo not given)
    -6, -10, nt
- COc1cccc(Oc2cnc(N)nc2-c2ccc(OCc3ccccc3)cc2O)c1
    -9, -6, 4
- CCSCCNC(=O)c1ccc(-c2cc(-c3cccc4c3OCCO4)[nH]n2)cc1
    -6, -5, 6
- COc1cc(O)ccc1C(C)=O
    nt, -5, -6
- CCN1C(=S)NC(c2ccc(NC(=O)C(c3ccccc3)c3ccccc3)cc2)C(C(=O)OC)=C1C (stereo not given)
    -2, 5, -7
- COc1ccc(Cn2ccnc2CN(CCN(C)C)C(=O)C(C)C)cc1
    -4, 1, 6
- Cc1cccc(NC(=O)c2c(O)c3ccccc3n(C)c2=O)n1
    -7, -2, 1
- CCOC(=O)C1CCN(C(c2ccccn2)c2c(O)cc(C)n(CC)c2=O)CC1 (stereo not given)
    nt, -9, 12
- CCn1cc(C(CC(=O)N(C)CCc2ccc(OC)c(OC)c2)c2cccc(F)c2)c2ccccc21 (stereo not given)
    3, 0, 0
- COCCN(CC(=O)Nc1nc(CC(=O)N2CCN(c3ccccc3C)CC2)cs1)C(=O)C1CCCCC1
    -4, -5, 16
- Fc1ccc(CN2CCCn3cccc3C2c2cccc(C(F)(F)F)c2)cc1F (stereo not given)
    -4, 1, 7
- CCOc1cc2nc3c4ccccc4n(CC(C)C)c3nc2cc1OCC
    nt, -9, 3
- CC(C)(C)c1ccc(OCCOc2ccc(/C=N\n3cnnc3)cc2)cc1
    -7, -4, 2
- CCC(C)C(=O)NCC(=O)NC1CN(C(=O)OC(C)(C)C)C1 (stereo not given)
    -17, -8, -1
- COC(=O)c1sccc1NC(=O)COc1cccc(F)c1
    nt, -3, 6
- Cc1ccc(-n2c(-c3ccc(Cl)cc3)cc(C(=O)N3CCN(c4cccc(C(F)(F)F)c4)CC3)c2C)cc1
    0, -4, nt
- CCCS(=O)(=O)NCC(C)Cc1cccs1 (stereo not given)
    nt, -7, 0
- CC(=O)NC1CCCN(C(=O)c2csc(-c3ccco3)n2)C1 (stereo not given)
    nt, -13, -19
- CN(c1ccccc1)S(=O)(=O)c1cccc(NS(=O)(=O)c2ccc3c(c2)OCCO3)c1
    nt, 4, -2
- c1cc(CN2CC(c3ccncc3)C2)cc(-n2cccn2)c1
    -12, -10, 7
- c1ccc(C(NCCNC(c2ccccc2)c2ccccc2)c2ccccc2)cc1
    -3, -4, 2
- COc1ccc(S(=O)(=O)N2CCOCC2)cc1N1CCN(C(=O)c2cc3ccccc3s2)CC1
    -7, -6, 2
- CN=c1scc(-c2ccc(Br)cc2)n1N=Cc1ccccc1
    -4, -3, 3
- CCOC(=O)Cc1c(C)nc2ncnn2c1N1CCN(Cc2c(F)cccc2Cl)CC1
    -7, -6, nt
- C=CCn1c(=S)[nH]c2ccc(Cl)cc2c1=O
    nt, -1, 7
- Nc1cc(-c2ccc(-c3ccn[nH]3)cc2)nc(N2CCOCC2)n1
    nt, -9, 11

Later entries.
Screens in order – mcGAS inh, hcGAS lum, NPYLR7 ag
- O=C(NC(c1ccccc1)c1ccccc1)c1cc2n(n1)CCN(CC1CC1)C2=O
    2, -1, -2
- CCn1c(CN2CCC(C)CC2)nc2cc(S(=O)(=O)N3CCCCC3)ccc21
    -6, -9, 0
- Cc1cccc(NC(=O)Cn2nc(C3CC3)c3cnn(-c4ccccc4)c3c2=O)c1
    nt, -5, 10
- N#CC1C(=N)C(C#N)(C#N)[C@@H](c2ccccc2)[C@@H]2CCCC=C12 (stereo not given in full)
    nt, 1, 33
- CC(CCc1ccccc1)NC(=O)c1cc(=O)c(OCc2ccc(F)cc2)co1 (stereo not given)
    nt, -12, -1
- CCCN(CC1CCCO1)C(=O)CCc1nnc(Cc2cccc(C(F)(F)F)c2)o1 (stereo not given)
    -5, -4, 2
- O=C(Nc1cc(-c2ccc(Cl)cc2)nn1-c1cc(Cl)ccc1Cl)c1ccc(F)c(F)c1
    -9, -5, 22
- CCOC(=O)N1CCN(C(=O)CSc2cc(-c3ccccc3)ncn2)CC1
    nt, -4, 0
- Cc1ccc(F)c(S(=O)(=O)NC(=O)C2(C)CCN2C(=O)c2ccc(C3CCCCC3)cc2)c1 (stereo not given)
    nt, -8, 4
- COCCCN(CC(=O)N1CCc2sccc2C1c1ccc(Cl)cc1)C(=O)Cc1ccc(OC)cc1 (stereo not given)
    -5, -7, 6
- COc1ccc([C@H]2[C@@H](C(=O)N3CCc4ccccc4C3)c3ccccc3C(=O)N2Cc2ccccc2)cc1
    -3, -3, -8
- CCNC(=O)N(Cc1cccnc1)Cc1ccccc1C
    nt, -12, 3
- CS(=O)(=O)Nc1ccccc1C1=NN(C(=O)c2cccs2)C(c2ccccc2F)C1 (stereo not given)
    nt, -11, 3
- Cc1[nH]n(-c2ccccc2)c(=O)c1C(C[N+](=O)[O-])c1cccc(Br)c1 (stereo not given)
    nt, -9, 0
- Fc1ccc(-c2csc3ncnc(Sc4nnnn4C4CC4)c23)cc1
    nt, -9, 9

Looked up one by one from above:
Screens in order – mcGAS inh, hcGAS lum, NPYLR7 ag
- NC(=O)Cn1nc(C2CC2)c2cnn(-c3cccc(Cl)c3)c2c1=O
    nt, -5, 1
- CCCN(Cc1c(CC)nn(-c2ccc(F)cc2)c1N1CCN(C(C)C)CC1)S(=O)(=O)c1ccc(OC)cc1
    -4, -1, 7
- CCCN(CC(=O)N(Cc1cccn1Cc1ccc(Br)cc1)C1CCCCC1)C(=O)COCc1ccccc1
    -3, -2, -7
- CN(Cc1cccn1-c1nccs1)C1CCCN(C2Cc3ccccc3C2)C1 (stereo not given)
    nt, -8, 5

Additional entries.
Screens in order – mcGAS inh, hcGAS lum, NPYLR7 ag
- C=CCN(Cc1ccco1)Cc1cc2ccccc2n(C)c1=O
    -23, -8, 6
- CCC(C)C(NS(=O)(=O)c1cccc2cccnc12)C(=O)Nc1nnc(-c2ccc(N(C)C)cc2)s1 (stereo not given)
    -3, -3, -10
- O=C(C1CCC(CNc2c(N3CCCCC3)c(=O)c2=O)CC1)N1CCN(C2CCCCC2)CC1 (stereo not given)
    -6, -8, 3
- C[C@@H](NC(=O)c1ccc(-n2nc(-c3cccc(C(F)(F)F)c3)cc2N)cc1)C(C)(C)C
    -4, -7, -5
- CC(C)C1CN(C(=O)Cn2cnnn2)CCC(=O)N1CC1CC1 (stereo not given)
    -1, -4, nt
- COCCN(Cc1ccc(OS(=O)(=O)c2cccc(C(F)(F)F)c2)cc1)S(=O)(=O)c1c(C)cc(C)cc1C
    -6, -6, 19
- CCOc1ccc(-n2ccn3c(CC(C)CC(=O)NCc4ccccc4Cl)nnc3c2=O)cc1 (stereo not given)
    -6, -8, 3
- O=C(NC[C@H]1CCCC[C@H]1O)C1(Oc2cccc3ncccc23)CCNCC1
    nt, -1, 10
- CN1CCN(C(CNS(=O)(=O)c2ccc(Cl)cc2)c2ccsc2)CC1 (stereo not given)
    -4, 0, -1
- COCC(=O)N1CCCC(C(=O)Nc2cccc(-c3cccc(C)c3)c2)C1 (stereo not given)
    nt, -4, 4
- Cc1ccc(S(=O)(=O)N2CCCCC2)cc1NC(=O)Cn1[nH]c(=O)c2ccccc2c1=O
    nt, -5, 11
- CCc1ccc(N2CC(c3nc4ccccc4n3CC(=O)OC)CC2=O)cc1 (stereo not given)
    -3, -9, 4
